SW480 rereplic: DNA re-replication induction in SW480 cells. SW480 DNA re-replication, Hoechst DNA content imaging, 48 h. AID 624297. actives 1.8% (n = 340,000). Potency, µM (doses to about 46.1 µM), inactives show at the top dose re-replication activation, hits mostly activators; note: potency is the fitted concentration of half-maximal effect; % of control where 0% means no effect; nearly all actives have a fitted effect of over 55% in size
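SW480 cells exposed to compounds for 48 hr at 37 C, 5% CO2, then Hoechst-stained 40 min. Nuclear DNA content imaged by fluorescence scanning (405 nm excitation, 500-530 nm emission); re-replication scored as increased high-intensity nuclei.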
ATXN2 expr inh: ATXN2 expression inhibition; actives 0.72% (n = 360,000); HEK-293 ATXN2-luciferase reporter, luminescence, 24 h; Potency, µM (doses to about 57 µM), inactives show at the highest dose activity change, negative = inhibition, most hits filed as inhibitors; note: potency is the fitted concentration of half-maximal effect; % is set by controls: 0 for no effect and ±100 for the full control effect; nearly all actives have a fitted effect of over 55% in size
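qHTS (up to 57 uM final) was run with 24 h compound exposure of reporter cells at 37 °C. Each well was multiplexed: SteadyGlo luminescence measured ATXN2-luciferase expression after a fluorogenic Gly-Phe-AFC viability readout (25 uM final).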
HT1080 IDH1KD tx: toxicity to HT-1080 IDH1 knockdown cells (counter line); Potency, µM (titrated, usually from 46.1 µM), for inactives: top-dose activity, negative = toxicity, hits mostly cytotoxic; HT-1080 IDH1 knockdown viability, ATP luminescence, 48 h; AID 686971; actives 2% (n = 360,000);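 note: potency is the fitted concentration of half-maximal effect; 0% = DMSO wells and -100% = cell-free medium wells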
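Using the IDH1-knockdown HT-1080 line run in the same batch and compound series as the NT line, viability after 48 h at 37 °C was determined by CellTiter-Glo luminescence and expressed as % activity.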
IL1B secr inh: inhibitors of inflammasome signaling (IL-1 beta secretion). THP-1 LPS/ATP IL-1B secretion, AlphaLISA, 16 h; hits give low values. activity change, % at 57.5 µM. actives 4.7% (n = 360,000); in the data active = activity change below about -50%; inconclusive = mostly about -30% to -49%; note: % is set by controls: 0 for no effect and ±100 for the full control effect
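THP-1 cells pretreated 1 hr with compounds (up to 57.5 uM final), then stimulated with LPS (250 ng/mL final) plus ATP (1.25 mM final); secreted IL-1B measured by AlphaLISA after 16 hr, decreased signal indicating inhibition.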
MCF10A rerep: induces DNA re-replication in MCF 10a normal breast cells. AID 624296. actives 2.9% (n = 350,000). MCF 10A DNA re-replication, Hoechst nuclear intensity, 48 h. Potency, µM (doses to about 46.1 µM), without a hit: at the top dose activity, positive = re-replication, actives largely listed as activators; note: potency is the fitted concentration of half-maximal effect; % of control where 0% means no effect; nearly all actives have a fitted effect of over 50% in size
HT1080NT lethal: kills 2HG-producing HT-1080-NT fibrosarcoma cells | HT-1080-NT fibrosarcoma viability, CellTiter-Glo ATP luminescence, 48 h | Potency, µM (doses to about 46.1 µM), for the others: top-dose activity, negative = less viability, hits mostly cytotoxic | actives 1.6% (n = 360,000);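 note: NT is the 2HG producing partner of a matched IDH1 knockdown line; potency is the fitted concentration of half-maximal effect; 0% = DMSO-treated cells and -100% = media-only wells without cells; nearly all actives have a fitted effect of over 55% in size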
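HT-1080-NT; 750 cells/well; 5% FBS RPMI; 48 h compound, 37 degrees C; CellTiter-Glo luminescence; curve fitting and curve-class assignment.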
ATXN viability: cell viability loss in ATXN counter-screen; S2 cells (HEK-293 line with an ATXN2-luciferase reporter) viability, CellTiter-Fluor protease fluorescence, 24 h; Potency, µM (series often up to 56.7 µM), hits mostly cytotoxic; actives 0.49% (n = 400,000); note: potency is the fitted concentration of half-maximal effect; nearly all actives have a fitted effect of over 40% in size
KB-V1 MDR tox: kills drug-selected multidrug resistant KB-V1 cells | Potency, µM (series often up to 46.1 µM), without a hit: top-dose activity change, negative = cytotoxicity, usual class: cytotoxic | KB-V1 MDR cells viability, CellTiter-Glo, 72 h | actives 3.4% (n = 400,000); note: potency is the fitted concentration of half-maximal effect; % is set by controls: 0 for no effect and ±100 for the full control effect; nearly all actives have a fitted effect of over 60% in size
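KB-V1 MDR subline cells in DMEM (phenol-red free, 10% FBS) exposed to compounds in qHTS concentration series for 72 h at 37 degrees C. Viability read by CellTiter-Glo luminescence; concentration-effect curves fitted after normalization and correction.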
KB-3-1 tox: KB-3-1 parental cell cytotoxicity. actives 1.4% (n = 400,000). AID 1347075. KB-3-1 viability, CellTiter-Glo ATP luminescence, 72 h. Potency, µM (top dose mostly 46.1 µM), without a hit: at the highest dose activity change, negative = cytotoxic, actives largely listed as cytotoxic; note: potency is the fitted concentration of half-maximal effect; % is set by controls: 0 for no effect and ±100 for the full control effect; nearly all actives have a fitted effect of over 60% in size
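Multi-concentration cytotoxicity screen in KB-3-1 cells grown in DMEM lacking phenol red with 10% FBS. After 72 h at 37 °C with compound, ATP-dependent luminescence was recorded.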
Starred values were filed as active, the others as inactive; i = inactive; ? = inconclusive; / = no result given; [ ] = remark or other dose. Unless noted, calls come from the whole dose curve; as a rule, active = well fitted curve in the direction sought with a large enough effect; inconclusive = small, poorly fitted or top-dose-only effect, or another doubt; inactive = no such curve, though single readings can be large; an effect the other way counts as inactive or inconclusive.

item	SMILES	SW480 rereplic	ATXN2 expr inh	HT1080 IDH1KD tx	IL1B secr inh	MCF10A rerep	HT1080NT lethal	ATXN viability	KB-V1 MDR tox	KB-3-1 tox
1	CCOC(=O)c1sc2nc(C3CC3)cc(-c3ccc(OC)cc3)c2c1N	6.51µM*	1.7%	6.3%	4.7	3.66µM*	15.2%	i	11.0%	2.8%
2	COc1ccc(C(C)=O)cc1COC(=O)Cn1cnc2ccccc2c1=O	-7.3%	7.5%	0.0%	33.2	6.6%	4.1%	i	-11.4%	17.5%
3	COc1ccc(Cl)cc1NC(=O)c1cc(C)no1	-10.4%	8.8%	7.5%	12.2	0.0%	-12.4%	i	8.1%	-1.8%
4	CC1=C(C(=O)Nc2cccc(C(=O)NCc3ccc(F)cc3)c2)SCCO1	-9.0%	-6.5%	?	0.0	1.3%	-27.8%	i	?	-1.0%
5	CCC(C)(C)NC(=O)CN(C(=O)CCC(=O)Nc1nccs1)c1ccc(C)cc1	-48.1%[inhibitor]	-1.8%	-1.4%	-14.4	?	-0.7%	i	0.0%	-1.5%
6	COc1ccc(S(=O)(=O)N(C)CC(=O)N2CCCC2)cc1Cl	-15.2%	1.8%	0.3%	8.6	2.8%	-1.0%	i	11.0%	25.3%
7	COc1ccccc1N1CC(C(=O)NCCN2C(=O)S/C(=C\c3cccnc3)C2=O)CC1=O (stereo unspecified)	-6.2%	/	0.0%	-0.3	-5.5%	4.8%	i	-5.6%	4.6%
8	Cc1ccc(-n2c(C)c3c(C)nnc(C)c3c2C)cc1N	-1.8%	-1.6%	1.8%	17.8	0.1%	-0.1%	i	-10.9%	-0.2%
9	O=C(CN1C(=O)NC2(CCCC2)C1=O)Nc1ccc(F)c(Cl)c1	-13.5%	16.2%	-1.6%	-5.5	-5.8%	-10.3%	i	9.5%	-3.6%
10	Cc1cccc(C)c1C(=O)N[C@@H](Cc1ccccc1)C(=O)O	-7.2%	9.4%	14.9%	15.8	1.4%	5.6%	i	0.0%	21.4%
11	CCCOc1ccc(-c2nc[nH]c2[N+](=O)[O-])cc1	0.8%	-6.5%	21.8%	-8.7	-1.8%	3.3%	i	0.0%	-4.6%
12	Cc1cccc(NC(=O)Cn2cc(S(=O)(=O)c3ccc(F)cc3)c(=O)c3cc4c(cc32)OCO4)c1	/	1.1%	/	/	/	/	i	-16.9%	15.2%
13	Cc1cc2ccccn2c1C(=O)c1ccc(Cl)c([N+](=O)[O-])c1	-18.1%	3.8%[11.3 µM]	-0.7%	-75.5*	29.4%	-9.1%	i	-12.5%	3.0%
14	COc1ccc(NC(=O)NNC(=O)COc2ccc(Cl)cc2C)cc1OC	-17.2%	-3.0%	-5.4%	i	?	-3.8%	i	?	?
15	Cc1occc1C(=O)NNC(=O)c1ccccc1C(=O)O	-58.5%[inhibitor]	64.0%[activator]	7.5%	?	4.9%	20.9%	i	17.6%	10.7%
16	COc1ccc(CC(=O)NCc2cccc(Cl)c2)cc1S(=O)(=O)N1CCOCC1	/	/	-8.7%	15.2	/	-4.3%	i	7.2%	0.9%
17	O=C(Nc1cccc(F)c1)[C@@H]1CCCN1	?	-15.8%	-1.9%	13.0	-8.4%	-1.0%	i	-8.1%	-2.2%
18	CN=C(NC)SC1CC(=O)N(c2ccccc2)C1=O (stereo unspecified)	-6.7%	-0.8%	1.1%	3.0	?	-4.2%	i	10.3%	9.0%
19	Cc1ccc(-c2c(NC(=O)c3ccco3)oc3ccccc3c2=O)cc1	22.7%	3.0%	1.7%	?	11.0%	1.1%	i	-8.6%	-16.3%
20	C[C@H](NC(=O)COc1ccc(Cl)cc1)C(=O)N1CCC2(CC1)NCCc1[nH]cnc12	2.1%	5.7%	20.5%	-13.3	?	6.2%	i	?	-5.8%
21	Cc1ccc(CSc2ccc(-c3ccc4c(c3)OCO4)nn2)cc1	4.0%	9.2%	-3.8%	-15.7	13.0%	?	i	-22.0%	-17.5%
22	CSCc1cc(N2CCCC2)nc(-c2ccccc2)n1	?	-4.6%	-0.2%	-19.4	-52.6%[inhibitor]	-5.8%	i	?	-3.6%
23	CCCCCCN1C[C@@H](O)[C@H](n2cc(COC(=O)c3ccccc3)nn2)C[C@@H]1c1ccccc1	/	13.6%	-3.5%	9.6	/	22.7%	i	36.7%	2.3%
24	Cc1ccccc1NC(=S)NN1CCN(C)CC1	-3.8%	-3.0%	12.3%	4.2	-7.3%	7.1%	i	-1.5%	1.4%
25	COc1ccc(CN2CCC(N3CC(C)OC(C)C3)CC2)c(OC)c1OC (stereo unspecified)	-14.5%	-15.7%	-5.7%	4.0	3.2%	-0.8%	i	-3.3%	-2.8%

Carrying on:
item	SMILES	SW480 rereplic	ATXN2 expr inh	HT1080 IDH1KD tx	IL1B secr inh	MCF10A rerep	HT1080NT lethal	ATXN viability	KB-V1 MDR tox	KB-3-1 tox
26	C=CCN1C(=O)/C(=C\c2ccco2)C(C(=O)OC)=C1C	-10.4%	-9.8%	7.4%	-3.7	23.0%	9.0%	i	-3.2%	14.6%
27	CC1=NN(c2ccccc2)C(=O)C1C(=O)c1ccc([N+](=O)[O-])cc1 (stereo unspecified)	-8.2%	-4.6%	-0.1%	31.9	16.3%	-19.8%	i	-3.7%	0.0%
28	O=C1N[C@H](Cc2ccccc2)COC(=O)[C@@H](Cc2ccc(F)cc2)C/C=C\C[C@H]1CC(=O)N(CCO)Cc1ccccc1	0.7%	?	-22.7%	-59.1*	18.6%	?	?	-13.1%	0.0%
29	Cc1ccc(C(=O)Nc2ccc3c(c2)n(C)c(=O)c(=O)n3C)cc1	/	-37.4%	/	/	/	/	i	13.3%	12.6%
30	CCC(C)NC(=O)CCn1c(-c2ccccc2)cc(C(C)=O)c1C (stereo unspecified)	-8.5%	-0.5%	-4.1%	102.5	-2.1%	-4.5%	i	1.0%	14.0%
31	O=C(Nc1ccc(CN2CCOCC2)cc1)c1ccc(-c2cccc(Cl)c2)o1	3.3%	-35.3%	-4.3%	-59.9*	?	-0.1%	?	-24.9%	0.0%
32	CCCNC(=O)Cn1cnc2sc(C(=O)Nc3cc(OC)c(OC)c(OC)c3)c(C)c2c1=O	-10.3%	13.6%	2.1%	-11.1	-7.8%	-0.5%	i	9.9%	0.0%
33	CC(=O)/C=C1\SC(CC(=O)O)C(=O)N1c1ccccc1 (stereo unspecified)	-4.7%	-6.1%	21.4%	6.5	7.4%	1.9%	i	-7.7%	1.7%
34	O=C(COC(=O)c1cccnc1Nc1ccccc1F)NC1CC1	-0.9%	1.3%	-5.1%	-0.4	8.5%	12.8%	i	-9.7%	-12.7%
35	COc1ccc(/C=N\NC(=O)CCc2c(C)n[nH]c2C)c(OC)c1OC	-4.7%	/	6.7%	20.0	15.9%	1.0%	i	-2.0%	3.1%
36	COc1ccc(S(=O)(=O)N(C)CC(=O)Nc2ccc3c(c2)OCCO3)cc1	-13.9%	8.5%	-1.6%	-4.5	4.0%	5.8%	i	?	22.6%
37	CN(CC(=O)Nc1ccccc1Cl)C(=O)c1ccccc1SCC(=O)N1CCCC1	-9.4%	8.8%	6.3%	-12.2	-5.8%	0.2%	i	-1.5%	-0.8%
38	COc1cc(S(=O)(=O)N(Cc2cccnc2)Cc2cccc(OC)c2OC)ccc1-n1cnnn1	-1.0%	2.4%	-3.4%	-11.7	-4.8%	-1.6%	i	-12.6%	-3.0%
39	Nc1ccc(-c2nnc(-c3ccc(-c4ccccc4)cc3)o2)cc1	21.3%	10.4%	-26.5%	-7.3	?	-25.6%	i	-0.4%	-2.7%
40	NC(=O)Cn1c(O)c(N=NC(=O)CNC(=O)/C=C/c2ccccc2)c2ccccc21	6.8%	4.5%	27.4%	99.2	-1.7%	13.6%	i	?	0.0%
41	CCN1C(=O)[C@@H]2[C@@H](c3ccc(-c4ccc(Cl)c(Cl)c4)c(OC)c3)N3CCC[C@@]3(C(=O)OC)[C@@H]2C1=O	0.8%	?	-25.1%	-17.7	?	-29.2%	?	?	0.0%
42	Cc1ccc(NCCCn2ccc(NC(=O)OCc3ccccc3)nc2=O)cc1C	-4.6%	-9.1%	-10.1%	-7.2	-4.4%	-2.1%	i	0.0%	0.0%
43	Fc1ccc(-c2oncc2-c2nnnn2-c2ccccc2)cc1F	-2.1%	-0.9%	5.5%	-22.9	1.3%	4.2%	i	-5.4%	1.3%
44	O=C(O)CCCC(=O)Nc1ccccc1C(=O)N1CCCC1	-2.3%	?	11.0%	-1.2	1.9%	18.3%	?	?	5.9%
45	O=C(OCC(=O)c1ccc[nH]1)c1ccc([N+](=O)[O-])cc1	-11.2%	/	7.4%	-2.6	-3.6%	0.3%	i	0.0%	-1.4%
46	CCOC(=O)N1CCN(C(=O)C2CCN(c3ncnc4c3sc3cccc(F)c34)CC2)CC1	-4.1%	?	-12.2%	-7.2	4.3%	-11.1%	i	?	-2.7%
47	COc1cccc(NC(=O)CCc2nc(-c3ccccc3F)no2)c1	4.2%	3.1%	-1.3%	-1.6	20.3%	-23.0%	i	13.3%	-2.5%
48	CCCc1ccc(S(=O)(=O)Nc2ccc(C)c(NS(C)(=O)=O)c2)cc1	?	-19.9%	1.4%	/	21.6%	-1.1%	i	?	18.5%
49	Cc1ccccc1CN1CCC(C(=O)Nc2ccc(Oc3cccnc3)cc2)CC1	?	-21.1%	-6.1%	3.1	13.0%	-21.8%	i	-0.4%	-10.9%

Profiles, quoted from the list. Order of screens: SW480 rereplic, ATXN2 expr inh, HT1080 IDH1KD tx, IL1B secr inh, MCF10A rerep, HT1080NT lethal, ATXN viability, KB-V1 MDR tox, KB-3-1 tox
Profile of `CCCc1ccc(S(=O)(=O)Nc2ccc(C)c(NS(C)(=O)=O)c2)cc1` → ?, -19.9%, 1.4%, /, 21.6%, -1.1%, i, ?, 18.5%
Profile of `CCCNC(=O)Cn1cnc2sc(C(=O)Nc3cc(OC)c(OC)c(OC)c3)c(C)c2c1=O` → -10.3%, 13.6%, 2.1%, -11.1, -7.8%, -0.5%, i, 9.9%, 0.0%
Profile of `O=C(OCC(=O)c1ccc[nH]1)c1ccc([N+](=O)[O-])cc1` → -11.2%, /, 7.4%, -2.6, -3.6%, 0.3%, i, 0.0%, -1.4%
